# LMPTP block: blocks human LMPTP phosphatase | P24666 | recombinant LMPTP-A, OMFP fluorogenic substrate, fluorescence intensity | inhibition, % at 20 µM | 360,000 tested, 0.22% active;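 active means compounds that cut the enzyme signal by at least half of the control window in the single-dose screen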;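 further: plate controls were DMSO wells with enzyme plus substrate for no effect and substrate without enzyme for full effect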
# Target sequence (P24666 whole entry, looked up): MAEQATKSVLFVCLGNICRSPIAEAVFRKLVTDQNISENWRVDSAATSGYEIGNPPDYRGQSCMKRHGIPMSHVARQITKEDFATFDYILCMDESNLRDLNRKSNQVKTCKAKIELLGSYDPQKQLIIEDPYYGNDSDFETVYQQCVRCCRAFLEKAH
#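 test system = LMPTP-A | amount = 0.625 nM LMPTP-A final | reagent = fluorogenic phosphatase substrate OMFP at 400 µM final | incubation = 50 min at room temperature | benchmarks = no-enzyme low control, uninhibited high control | medium = Bis-Tris pH 6.0, DTT, detergent | signal = fluorescence intensity of OMFP turnover product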
# STEP inh: STEP (human) phosphatase inhibition; P54829; recombinant STEP, OMFP fluorogenic substrate, fluorescence; inhibition, % at 20 µM; 360,000 tested, 0.25% active;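 active means inhibition at 20 µM, scaled per plate between control wells, above about 37%, limit read from the data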;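 further: 0% = DMSO with enzyme and substrate and 100% = substrate only without enzyme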
#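 System: STEP phosphatase, cell-free reaction; Buffer or medium: Bis-Tris pH 6.0 buffer with DTT, detergent; Incubation: 20 min at room temperature, dark; Measured by: fluorescence, 480/540 nm.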
# NadD inh: inhibitors of Staphylococcus aureus NadD; AID 602399; purified NadD enzyme, colorimetric absorbance read-out; inhibition, % at 20 µM; 360,000 tested, 0.78% active; in the data active means inhibition above about 26%; further: some compounds past the cut are filed as inactive
# DNMT1 inh: blocks human DNA methyltransferase DNMT1; P26358; DNMT1 molecular beacon, Hinp1I cleavage, fluorescence; inhibition (reported as % activation of signal), % at 10 µM; 360,000 tested, 0.83% active; AID 588458; in the data active means inhibition above about 50%
# CendR NRP1 mod: alters CendR peptide binding to human NRP-1. O14786. FAM-RPARPAR peptide binding to NRP-1, fluorescence polarization. inhibition, % at 25 µM. 360,000 tested, 0.85% active. AID 602438;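 active means inhibition or corrected inhibition above about 18%, plus a signal ratio from 0.5 to 1.5, limit read from the data, passing the limit was not always enough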; further: strong numbers were not always called active
# Target sequence (O14786 whole entry, looked up): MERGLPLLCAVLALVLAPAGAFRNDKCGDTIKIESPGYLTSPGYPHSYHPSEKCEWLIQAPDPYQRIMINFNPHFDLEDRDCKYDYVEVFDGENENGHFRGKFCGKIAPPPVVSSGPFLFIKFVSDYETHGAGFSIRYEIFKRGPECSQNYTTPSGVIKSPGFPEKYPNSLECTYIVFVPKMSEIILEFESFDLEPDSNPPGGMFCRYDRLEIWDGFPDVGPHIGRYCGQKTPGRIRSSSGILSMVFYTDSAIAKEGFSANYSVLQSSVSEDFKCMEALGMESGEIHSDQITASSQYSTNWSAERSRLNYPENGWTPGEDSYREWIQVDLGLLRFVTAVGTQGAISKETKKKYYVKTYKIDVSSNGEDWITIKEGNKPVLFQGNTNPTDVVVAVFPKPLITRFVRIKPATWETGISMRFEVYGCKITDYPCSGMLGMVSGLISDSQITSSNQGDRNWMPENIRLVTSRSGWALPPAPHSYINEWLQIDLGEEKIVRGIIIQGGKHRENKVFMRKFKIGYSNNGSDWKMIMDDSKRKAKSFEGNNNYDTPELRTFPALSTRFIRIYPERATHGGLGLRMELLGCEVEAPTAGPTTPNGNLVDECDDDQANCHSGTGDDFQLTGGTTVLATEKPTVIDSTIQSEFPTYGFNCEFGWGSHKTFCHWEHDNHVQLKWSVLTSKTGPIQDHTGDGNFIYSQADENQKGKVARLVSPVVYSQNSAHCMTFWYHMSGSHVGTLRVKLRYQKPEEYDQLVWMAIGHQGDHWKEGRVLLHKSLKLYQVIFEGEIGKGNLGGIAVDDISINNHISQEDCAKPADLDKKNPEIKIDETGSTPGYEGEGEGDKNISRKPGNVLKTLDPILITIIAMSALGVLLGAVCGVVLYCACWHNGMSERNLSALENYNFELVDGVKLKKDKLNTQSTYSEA
# SKN-1 inh: C. elegans SKN-1 inhibition. inhibition, % at 21.8 µM. AID 624304. 360,000 tested, 0.49% active. C. elegans VP596 Pgst-4::GFP/RFP ratio, acrylamide-induced, 24 h;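 active means interference check ratio from 0.5 to 1.5 plus GFP to RFP signal ratio inhibition reaching or exceeding a fixed threshold, cut at about 30% in these data, passing the limit was not always enough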; further: some compounds called inactive have numbers as strong as hits
# SUMO1 PPI mod: modulators of human SUMO1-mediated protein-protein interactions; P63165; inhibition, % at 20 µM; 360,000 tested, 0.33% active; SUMO1 binding to a labelled peptide, TR-FRET, 1 h; in the data active means inhibition above about 37%
# Neddyl block: cullin neddylation inhibition; P61081+Q13564; 360,000 tested, 0.58% active; TR-FRET cullin neddylation, biochemical; AID 651699; calls only at 25 µM; in the data active means inhibition above about 36%
# Tb MetRS inh: blocks T. brucei methionyl-tRNA synthetase activity; 360,000 tested, 0.4% active; inhibition, % at 11.9 µM; purified T. brucei MetRS, ATP depletion, Kinase-Glo luminescence;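 active means inhibition above a per-plate cutoff of the control wells' mean inhibition plus 3 SD, cut at about 5.5% in these data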;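 further: 0% = DMSO wells median and 100% = median of wells with control inhibitor compound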
#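 assay system = parasite MetRS enzyme | timing = 15 min preincubation, 2 h reaction, all 25 °C | evaluation = percent inhibition relative to median high and low control wells | medium = HEPES buffer containing pyrophosphatase, BSA, spermine, DTT | compound = single dose, 11.9 µM final nominal, 0.9% final DMSO | detection = Kinase-Glo luminescence, ATP depletion format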
# Scp-1 inhibitor: blocks human Scp-1 phosphatase activity; Q9GZU7; Recombinant Scp1, phosphopeptide, malachite green phosphate absorbance; inhibition, % at 20 µM; 340,000 tested, 0.88% active; AID 493091;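 active means inhibition above about 50% at 20 µM, limit read from the data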;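 further: plate controls were DMSO wells with enzyme for no effect and wells lacking enzyme for full effect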
#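 Incubation: 45 min enzyme reaction at room temperature / System: truncated SCP-1 phosphatase (76-261aa) / Reagent: Phospho 17-mer peptide substrate / Buffer or medium: Acidic Tris acetate buffer with magnesium and detergent / Signal: absorbance at 630 nm / Doses: one concentration, 20 µM, with 1.0% DMSO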
# * marks the source's active call; other numbers are inactive results; i = inactive; . = not tested or not shown.
SMILES,LMPTP block,STEP inh,NadD inh,DNMT1 inh,CendR NRP1 mod,SKN-1 inh,SUMO1 PPI mod,Neddyl block,Tb MetRS inh,Scp-1 inhibitor
COc1cc(CNC(=O)c2cc(-c3cc(F)ccc3OC(C)C)n[nH]2)cc(OC)c1,2.4,1,-2,3,-2,3,2,i,0.1,.
COc1ccc(N2CCCCn3c2nc2c3c(=O)[nH]c(=O)n2C)cc1,-0.9,2,7,-1,10,3,-2,i,-0.9,-10
C#CC1(O)CC(C)NCC1(C)CCC#N (centres undefined),-2.1,2,-4,0,2,-11,-1,i,-1.6,-8
COc1ncc(-c2ccc(N3C(c4ccc([N+](=O)[O-])cc4)=Cc4ccccc4C3CC(C)=O)cc2)cn1 (centres undefined),1.8,.,24,.,-24,1,-6,i,-0.9,.
Cc1c(N2C(=O)CSC2c2ccccc2)c(=O)n(-c2ccccc2)n1C (centres undefined),-0.9,-2,1,-1,2,4,5,i,0.1,-4
CCC1CCCCN1CCCNC(=O)c1cn(CC)c2ccc(S(=O)(=O)N3CCc4ccccc4C3)cc2c1=O (centres undefined),7.3,1,2,-7,-6,0,2,i,-1.2,1
O=C(COC(=O)Cc1n[nH]c(=O)c2ccccc12)Nc1ccc(Cl)cn1,-1.2,-1,1,-2,-10,7,5,i,-0.3,-6
CCN(CC)S(=O)(=O)c1ccc(N2CCCC2)c(NC(=O)CN2C(=O)NC3(CCCC3)C2=O)c1,-0.5,-1,3,-9,8,19,5,i,-0.4,-2
O=C(Cc1cccs1)Nc1ccc(C(=O)O)cc1,0.2,-8,-4,-2,4,-19,2,i,-0.6,-2
O=C(NC1(C(F)(F)F)NC(=O)N(C2CCCCC2)C1=O)c1cccs1 (centres undefined),-1.7,-6,2,2,8,0,-2,i,-1.9,-1
O=C(Nc1ccc2c(c1)OCO2)Nc1cnccn1,-0.6,3,-5,-12,4,-16,-3,i,-0.4,-2
COc1ccccc1N1CCN(c2ccc([N+](=O)[O-])cc2Cl)CC1,2.1,0,3,4,2,6,-15,i,1.7,1
O=C(O)c1ccc([N+](=O)[O-])nc1,-1.3,-2,-3,0,-7,-4,-31,i,0.1,.
Clc1ccc(N(CC2CO2)CC2CO2)cc1 (centres undefined),-2.3,1,-2,-44,12,7,-1,i,0.5,-5
CCC(CC)C(=O)Nc1ccc(-c2cn3cccnc3n2)cc1,-1.6,1,-5,0,6,-16,-16,.,-0.8,2
CCOc1ccc(C(=O)CCC(=O)NC(CC(C)C)C(=O)OC)cc1 (centres undefined),-1.1,0,-5,0,-12,1,0,i,-0.2,-7
CCCCC(=O)Nc1ncc(Br)s1,-0.6,-2,-2,0,-3,8,4,i,0.1,-4
Cc1ccc(S(=O)(=O)Nc2ncnc3sccc23)cc1C,0.5,0,-3,2,-3,6,-1,i,0.2,-1
O=C(CCc1nc2ccccc2n1-c1ccccc1)NCCO,-1.3,-1,-4,0,-4,-3,0,i,-0.4,0
Cc1ccccc1C(=O)NC1CCN(CC(=O)Nc2c(C)cccc2C)CC1,-0.3,-2,-2,-1,4,14,-1,i,-0.8,2
CC(C)CCNC(=O)NC(=O)CSc1ccc(S(=O)(=O)N2CCOCC2)cn1,0.4,0,-7,-3,12,1,-2,i,0.2,-3
CCN(C(=O)CSC1=Nc2ccccc2C2CC=NN12)C1CCS(=O)(=O)C1 (centres undefined),0.7,1,-1,2,10,2,-1,i,-0.6,-3
NC(Cc1ccc(O)cc1)c1cn([C@@H](CCC(=O)O)C(=O)N2CCNCC2)nn1 (some centres undefined),-2.3,-1,0,1,10,3,0,i,-0.5,2
CCOc1ccc(NS(=O)(=O)c2ccc(C)c(C(N)=O)c2)cc1,1.4,-2,-1,0,9,-7,0,i,-0.4,-1
c1ccc(-c2noc(CN3CCOCC3)n2)cc1,-1.4,2,-1,5,-6,-10,0,i,-0.3,-7
# Remaining list, next part.
SMILES,LMPTP block,STEP inh,NadD inh,DNMT1 inh,CendR NRP1 mod,SKN-1 inh,SUMO1 PPI mod,Neddyl block,Tb MetRS inh,Scp-1 inhibitor
Cc1ccc(OCc2n[nH]c(=S)n2C2CCCCC2)cc1,1.9,1,4,11,-5,-2,-5,i,-0.6,-5
CCOC(=O)C1CCCN(C(=O)CN2C(=O)/C(=C/c3ccc(OC)cc3)Oc3ccccc32)C1 (centres undefined),5.5,1,6,-11,-15,1,-9,.,0.5,-13
Cc1nnc(NC(=O)CSC2=NN3CCCC(=O)N=C3S2)s1,-0.1,-3,9,1,-3,4,14,i,-0.1,0
CCOC(=O)C1CCN(c2ncnc3nc[nH]c23)CC1,-3.1,0,2,0,-4,-2,3,i,0.2,-6
[O-]/[N+](=C/c1ccc(F)cc1)c1ccccc1,-1.7,1,3,-7,5,17,-7,i,0.0,-6
Brc1ccc2c(c1)[C@H]1OCC[C@H]1[C@@H](c1cccs1)N2,2.1,0,4,1,4,18,-5,i,-0.5,-6
COCC(=O)N1CCC(Oc2ccc(C(=O)NC3Cc4ccccc4C3)cc2)CC1,-0.8,1,2,2,5,6,5,i,-0.5,0
CCC(C)C(=O)Nc1nc2ccc(S(C)(=O)=O)cc2s1 (centres undefined),-0.5,8,0,-3,4,5,8,i,-0.4,-7
CC(C)C[C@@H](COCc1ccc([N+](=O)[O-])cc1)N1CCN(C(=O)c2ccc(C(F)(F)F)cc2)CCC1=O,2.1,.,-3,.,-10,9,-3,i,-0.6,.
CCOC(=O)C1(Cc2ccccc2C(F)(F)F)CCN(C(=O)c2cc(C(C)=O)n[nH]2)CC1,-0.1,1,4,-3,0,2,1,i,-0.3,-7
COCCOC(=O)c1c(C)oc2ccc(OCC=C(C)C)cc12,2.6,5,-2,2,-6,15,0,i,-0.1,-8
O=C(Cn1nc2n(c1=O)-c1ccccc1SC2)N/N=C/c1cccs1,0.6,4,-7,3,3,1,-11,i,-0.4,-7
CCOC1=C2CN(S(=O)(=O)c3ccc(C)cc3)[C@H](c3ccccc3)C[C@@H]2N(S(=O)(=O)c2ccccc2C)[C@H](c2ccccc2)C1,2.8,2,2,8,-52,26,-3,i,-0.5,.
CCC(CC)c1nnc(NC(=O)Cc2cccs2)s1,-0.4,-3,-2,1,-19,-1,-2,i,-0.6,-4
C=C(C)CSc1nnc(-c2ccc(OC)c(OC)c2)n1N,-1.4,8,-1,2,4,12,-2,i,-1.8,1
O=C(O)CNC(=O)c1ccccc1F,-2.4,-7,-2,-1,-2,-32,0,i,-0.7,3
CCn1c(=NC(=O)c2ccco2)sc2cccc(F)c21,-1.2,0,2,5,5,-1,0,i,0.2,-14
COc1ccc(N2C(=NC(=O)C3CCCO3)SC3CS(=O)(=O)CC32)cc1 (centres undefined),-0.9,-2,-1,0,5,26,-1,i,0.1,-8
CNC1(c2nnnn2-c2ccccc2C)CCOC(C)(C)C1 (centres undefined),1.5,-2,0,2,-12,-1,1,i,-0.5,-14
Nc1c(C(O)(C(F)(F)F)C(F)(F)F)ccc2ccccc12,1.3,-4,-1,-4,5,-35,-7,i,-1.4,2
COc1ccc2c(c1)OC[C@H]1[C@H]2N2C(=O)CN(CCc3c[nH]c4ccccc34)C(=O)[C@@]2(C)[C@H]1c1ccccc1,1.3,0,3,-12,2,-3,2,i,-0.1,-11
COc1ccccc1CNC(=O)c1cc(-c2ccccc2)nn1CC1CC(c2cccc([N+](=O)[O-])c2)=NO1 (centres undefined),1.0,0,1,0,-26,0,-8,i,-0.5,-9
Cc1ccc(C(=O)Cn2c3[n+](c4ccccc42)CC(O)CS3)cc1 (centres undefined),-2.9,-1,-9,2,9,-7,1,i,-0.2,-5
CS(=O)(=O)NCCNc1ncc(C(F)(F)F)cc1Cl,0.1,0,-4,3,6,14,-3,i,-0.4,-1
Cc1[nH]nc2c1C(c1ccc(F)cc1)C(C#N)=C(N)O2 (centres undefined),-1.5,-7,-4,-7,-27,-7,3,i,-1.0,-12
COc1ccc(S(=O)(=O)N(C)c2ccc(C(=O)NCC3CCCO3)cc2)cc1 (centres undefined),-3.7,-1,-8,-2,0,2,-1,i,0.0,-9

# Gathered by group: those above containing an aryl methoxy group (ten)
SMILES,LMPTP block,STEP inh,NadD inh,DNMT1 inh,CendR NRP1 mod,SKN-1 inh,SUMO1 PPI mod,Neddyl block,Tb MetRS inh,Scp-1 inhibitor
COc1cc(CNC(=O)c2cc(-c3cc(F)ccc3OC(C)C)n[nH]2)cc(OC)c1,2.4,1,-2,3,-2,3,2,i,0.1,.
COc1ccc(N2CCCCn3c2nc2c3c(=O)[nH]c(=O)n2C)cc1,-0.9,2,7,-1,10,3,-2,i,-0.9,-10
COc1ncc(-c2ccc(N3C(c4ccc([N+](=O)[O-])cc4)=Cc4ccccc4C3CC(C)=O)cc2)cn1 (centres undefined),1.8,.,24,.,-24,1,-6,i,-0.9,.
COc1ccccc1N1CCN(c2ccc([N+](=O)[O-])cc2Cl)CC1,2.1,0,3,4,2,6,-15,i,1.7,1
CCOC(=O)C1CCCN(C(=O)CN2C(=O)/C(=C/c3ccc(OC)cc3)Oc3ccccc32)C1 (centres undefined),5.5,1,6,-11,-15,1,-9,.,0.5,-13
C=C(C)CSc1nnc(-c2ccc(OC)c(OC)c2)n1N,-1.4,8,-1,2,4,12,-2,i,-1.8,1
COc1ccc(N2C(=NC(=O)C3CCCO3)SC3CS(=O)(=O)CC32)cc1 (centres undefined),-0.9,-2,-1,0,5,26,-1,i,0.1,-8
COc1ccc2c(c1)OC[C@H]1[C@H]2N2C(=O)CN(CCc3c[nH]c4ccccc34)C(=O)[C@@]2(C)[C@H]1c1ccccc1,1.3,0,3,-12,2,-3,2,i,-0.1,-11
COc1ccccc1CNC(=O)c1cc(-c2ccccc2)nn1CC1CC(c2cccc([N+](=O)[O-])c2)=NO1 (centres undefined),1.0,0,1,0,-26,0,-8,i,-0.5,-9
COc1ccc(S(=O)(=O)N(C)c2ccc(C(=O)NCC3CCCO3)cc2)cc1 (centres undefined),-3.7,-1,-8,-2,0,2,-1,i,0.0,-9

# Compound profiles (already shown). Order of screens: LMPTP block | STEP inh | NadD inh | DNMT1 inh | CendR NRP1 mod | SKN-1 inh | SUMO1 PPI mod | Neddyl block | Tb MetRS inh | Scp-1 inhibitor
# `CCOC(=O)C1CCN(c2ncnc3nc[nH]c23)CC1` is listed with -3.1 | 0 | 2 | 0 | -4 | -2 | 3 | i | 0.2 | -6
# `CCC(CC)c1nnc(NC(=O)Cc2cccs2)s1` is listed with -0.4 | -3 | -2 | 1 | -19 | -1 | -2 | i | -0.6 | -4

# Screening data from PubChem.
